ER stress death: ER stress cell death inhibition. CSM14.1 thapsigargin ER stress survival, ATP luminescence. relative survival (cellular ATP), % at 15 µg/mL (by protocol). 0.33% of 48,000 active;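 active = survival measured by cellular ATP above 50% at 15 µg/ml in the first screen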;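 note: cell death triggered by about 15 µM thapsigargin; ATP read 24 h after thapsigargin was added; plate controls were thapsigargin with DMSO for no effect and DMSO without thapsigargin for full effect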
Numbers without * were called inactive. A portion of the library; rates above refer to the full screens.

SMILES	ER stress death
CC(NC(=O)CN1CCOCC1)C1CC1 (stereo unspecified)	14.0
CCC1=NN(C(=O)c2ccccc2Br)C(O)(c2ccncc2)C1 (stereo unspecified)	-3.7
Cc1cccc(N2C(=O)CC(Sc3ncn[nH]3)C2=O)c1 (stereo unspecified)	-5.3
COc1ccc2ccccc2c1/C=N/NC(=O)Cc1nnc(N)s1	18.2
O=C(NCc1ccc2c(c1)OCO2)c1cc(-c2ccccc2Cl)nc2ccccc12	2.4
COc1ccccc1NC(=O)c1c(NC(=O)Cc2ccccc2)sc2c1CCCCC2	9.7
COC(=O)c1c(-c2ccccc2Cl)csc1NC(=O)CCC(=O)O	-0.3
NC(=O)c1[nH]cnc1C(=O)c1ccccc1	0.6
O=C(NC(=S)Nc1ccccc1)c1ccc(Cl)cc1	2.1
COc1ccc(C2=NN(CN3C(=O)C(=O)c4cc(Br)ccc43)C(c3cccc([N+](=O)[O-])c3)C2)cc1 (stereo unspecified)	6.7
CCCCOc1ccc(C(=O)NCc2cccc3ccccc23)cc1	6.8
CCCc1ccc(OCC(=O)Nc2cccc(F)c2)cc1	8.9
O=C(O)CN1C(=O)/C(=C\c2ccc(Cl)c(Cl)c2)SC1=S	7.1
O=C(/C=C\c1ccco1)c1ccc(-n2nncc2C23CC4CC(CC(C4)C2)C3)cc1	7.8
O=C(c1ccc(-c2ccccc2)cc1)N1CCN(Cc2ccccn2)CC1	5.3
O=C1C(=O)c2ccccc2C(O)=C1CC(=O)c1ccccc1	1.2
O=CNc1nc(C2COc3ccccc3O2)cs1 (stereo unspecified)	-0.8
CC(C)=C1C2CCC1C(C(=O)NC1CCCCC1)C2C(=O)O (stereo unspecified)	4.5
O=c1oc2ccccc2c(N2CCCC2)c1CN1CCCC1	-9.6
O=C(NCc1ccco1)c1cc2n(n1)C(C(F)(F)F)CC(c1ccc(Br)cc1)N2 (stereo unspecified)	-3.2

Ordered by number of heavy atoms (low to high): 15 of the compounds above
SMILES	ER stress death
CC(NC(=O)CN1CCOCC1)C1CC1 (stereo unspecified)	14.0
NC(=O)c1[nH]cnc1C(=O)c1ccccc1	0.6
O=CNc1nc(C2COc3ccccc3O2)cs1 (stereo unspecified)	-0.8
O=C(NC(=S)Nc1ccccc1)c1ccc(Cl)cc1	2.1
O=C(O)CN1C(=O)/C(=C\c2ccc(Cl)c(Cl)c2)SC1=S	7.1
CCCc1ccc(OCC(=O)Nc2cccc(F)c2)cc1	8.9
CC(C)=C1C2CCC1C(C(=O)NC1CCCCC1)C2C(=O)O (stereo unspecified)	4.5
CCC1=NN(C(=O)c2ccccc2Br)C(O)(c2ccncc2)C1 (stereo unspecified)	-3.7
COC(=O)c1c(-c2ccccc2Cl)csc1NC(=O)CCC(=O)O	-0.3
CCCCOc1ccc(C(=O)NCc2cccc3ccccc23)cc1	6.8
O=C(c1ccc(-c2ccccc2)cc1)N1CCN(Cc2ccccn2)CC1	5.3
O=C(NCc1ccco1)c1cc2n(n1)C(C(F)(F)F)CC(c1ccc(Br)cc1)N2 (stereo unspecified)	-3.2
O=C(NCc1ccc2c(c1)OCO2)c1cc(-c2ccccc2Cl)nc2ccccc12	2.4
COc1ccccc1NC(=O)c1c(NC(=O)Cc2ccccc2)sc2c1CCCCC2	9.7
COc1ccc(C2=NN(CN3C(=O)C(=O)c4cc(Br)ccc43)C(c3cccc([N+](=O)[O-])c3)C2)cc1 (stereo unspecified)	6.7

Following part
SMILES	ER stress death
COc1ccccc1-n1c(C)c(C(=O)O)c2cc(OC)c3ccccc3c21	8.1
COc1ccc(N(CC(=O)Nc2ccc(C)cc2C)S(C)(=O)=O)c(OC)c1	1.2
CCN1C(=O)/C(=C\c2ccc(F)cc2)C(C(=O)OC)=C1C	1.6
Cc1cccc(OCC(=O)N2CCCC2)c1	-3.8
COc1ccccc1-n1c(CSCC(=O)Nc2ccc3ccccc3c2)nc2ccccc2c1=O	-3.8
CCOC(=O)c1c(NC(=O)CSc2nnc3c4ccccc4n(CC)c3n2)sc2c1CCC2	14.4
CCOC(=O)C1=NN(C(=O)COc2ccccc2)C(O)(c2ccc(Cl)cc2)C1 (stereo unspecified)	-1.0
O=[N+]([O-])c1ccccc1OCC(O)Cn1cnc2ccccc21 (stereo unspecified)	-5.6
Cc1cc2nc(-c3ccccc3)cc(-c3ccccc3)n2n1	-2.6
c1n[nH]c(NCc2ccc3c(c2)OCO3)n1	-0.3

Reprinted from above (2 entries):
SMILES	ER stress death
COc1ccccc1-n1c(C)c(C(=O)O)c2cc(OC)c3ccccc3c21	8.1
COc1ccc(N(CC(=O)Nc2ccc(C)cc2C)S(C)(=O)=O)c(OC)c1	1.2

(continued)
SMILES	ER stress death
CCOc1ccc(S(=O)(=O)N2CCC(C)CC2)c2ccccc12	7.2
Cc1cccc(-n2c(SCc3ccccc3)nc3ccccc3c2=O)c1	9.2
Cc1cc(C)n2c(SCc3ccc(Br)cc3)nnc2n1	16.5
CC/C(C)=N\NC(=O)c1cc(-c2ccccc2)nc2ccccc12	-0.4
COc1cc(CN2CCN(C3CCC(c4ccccc4)CC3)CC2)cc(OC)c1OC (stereo unspecified)	-0.4
Cc1ccc(-c2nc3ncccc3o2)cc1NC(=O)c1cccc(Cl)c1Cl	-2.5
COc1ccc(C2CC(O)C(C)C(c3ccc(OC)cc3)N2)cc1 (stereo unspecified)	-3.0
COC(=O)c1c(NC(=O)c2ccc([N+](=O)[O-])c(C)c2)sc2c1CCCC2	4.1
CCOC(=O)c1ccc(N2C(=O)C3C(c4ccc(Cl)cc4)OC4(C(=O)c5ccccc5C4=O)C3C2=O)cc1 (stereo unspecified)	2.3
CCn1c(C(O)(c2ccccc2)c2ccc(C)cc2)nc2ccccc21 (stereo unspecified)	-4.2
O=C1c2ccccc2C(=O)N1c1ccc2nc(Sc3nc4ccc([N+](=O)[O-])cc4s3)sc2c1	-0.8
CCN1C(=O)/C(=C/c2cccc(OC(F)(F)C(F)F)c2)SC1=S	2.1
COc1cccc(C2=NN(C(=O)c3cccc([N+](=O)[O-])c3)C(O)(C(F)(F)F)C2)c1 (stereo unspecified)	0.5
CC(C)=C1C2C=CC1C1C(=O)N(c3cc(C(F)(F)F)ccc3Cl)C(=O)C21 (stereo unspecified)	5.4
CC(C)(C)c1cc(C(c2ccccc2O)N2CCOCC2)cc(C(C)(C)C)c1O (stereo unspecified)	-0.4
O=S(=O)(NCc1ccc(F)cc1)c1ccc(Cl)cc1	1.0
O=C(O)CCCCCN1C(=O)C(=O)/C(=C(/O)c2ccc([N+](=O)[O-])cc2)C1c1ccccc1Cl (stereo unspecified)	-6.7
O=C(c1ccccc1)c1ccc(N2CCCCC2)cc1	16.6
CCN(CC)c1ccc(/C=C(/NC(=O)c2ccccc2Br)C(=O)NCCCC(=O)O)cc1	5.3
Clc1ccc(CNc2nc3ccccc3n2CCOc2ccccc2)cc1	1.5
COCCOC(=O)C1=C(C)NC2=C(C(=O)CCC2)C1c1ccc([N+](=O)[O-])cc1 (stereo unspecified)	3.9
COc1cccc(/C=C2/SC(=S)N(CC(=O)O)C2=O)c1	4.3
Cc1ccc2c(c1)c1c3n2CCN(CC(O)c2ccc(Br)cc2)C3CCC1 (stereo unspecified)	0.9
COc1c(Cl)ccc(Cl)c1C(=O)NCCc1nc2ccccc2[nH]1	-1.2
Cc1cc(Br)ccc1NC(=O)c1ccco1	3.5
CCOC(=O)COc1ccc2oc(C)c(C(=O)OC)c2c1	3.0
O=C(COc1ccc(Cl)cc1)Nc1ccc2nn(-c3ccc(F)cc3)nc2c1	-4.8
COc1ccc(C(=S)N2CCN(c3ccccc3)CC2)cc1	11.7
CCCCc1nc2ccccc2c(NC(=O)CN2CCOCC2)c1CCC	-9.4
Cc1cc(=O)[nH]c(SCC(=O)Nc2ccc(F)cc2)n1	-5.0
COc1ccc(-c2cc(C(=O)Nc3sc(C)c(C)c3C#N)c3ccccc3n2)c(OC)c1	0.8
C/C(=N\Nc1nc(C(C)(C)C)cs1)c1ccccc1O	-1.6
Cc1cccc(N2CCN(C(=O)c3ccc(C(C)(C)C)cc3)CC2)c1C	2.6
Cc1ccc(-c2nc3c(c(-c4ccc(C)cc4)n2)CCCC3)cc1	6.7
C/C(=N\Nc1c(Cl)cc(Cl)cc1Cl)c1ccccn1	3.9
Cc1ccc(N2C(=O)C3CC=C(c4ccccc4)CC3C2=O)cc1 (stereo unspecified)	3.8
Cc1ccnc(NC(=O)C(c2ccccc2)c2ccccc2)c1	86.0*
O=C(O)c1ccc(-c2cc([N+](=O)[O-])ccc2Cl)o1	-0.6
CC1(C)CC(N2CN=C(N)N(C#N)C2)CC(C)(C)N1	12.8
O=[N+]([O-])c1cccc(-c2noc(-c3ccc(I)cc3)n2)c1	8.2
Cc1ccc(S(=O)(=O)N/N=C/c2cccc(OS(=O)(=O)c3ccc([N+](=O)[O-])cc3)c2)cc1	2.5
COc1cccc(-c2csc(/C(C#N)=C/c3sccc3C)n2)c1	7.1
O=C1C2CC=C(Cl)CC2C(=O)N1CCc1c[nH]c2ccccc12 (stereo unspecified)	19.1
O=C1c2ccc([N+](=O)[O-])cc2C(=O)C1c1ccc2ccccc2n1 (stereo unspecified)	-2.0
O=C(COc1ccc2ccccc2c1)N1CCN(c2ccc([N+](=O)[O-])cc2)CC1	0.8
CCCC(=O)Nc1cc(-c2nc3cc(Cl)ccc3o2)ccc1C	10.9
C=CCSc1nc2ccccc2n1C(=O)CN1C(=O)c2ccccc2C1=O	-6.0
O=c1/c(=C\c2cn[nH]c2-c2ccccc2)sc2nc3ccccc3n12	4.5
Cc1ccccc1C(=O)N1c2c(C)cccc2C(Nc2ccccc2)CC1C (stereo unspecified)	15.2
O=C(CSc1ncn[nH]1)c1cccc([N+](=O)[O-])c1	-6.8

(more compounds)
SMILES	ER stress death
CS(=O)(=O)N(Cc1ccc(Cl)cc1)c1ccc(C(=O)Nc2cccnc2)cc1	5.3
COc1ccc(Cl)cc1C(=O)NCC(C)C	7.1
O=C(NNC(=O)c1cccnc1)c1ccc(Br)cc1	-0.4
COC(=O)c1ccc(NC(=O)CCCOc2ccccc2)cc1	3.9
CCCN(CCC)CCCNC(=O)C(=O)Nc1cccc(C(F)(F)F)c1	-3.9
Cc1c(C(=O)Nc2ccc(Cl)cc2)cnn1-c1ccccc1	6.2
CC(C)(C)c1cc(C(=O)N/N=C/c2ccccc2Cl)n[nH]1	3.9
CCOC(=O)c1ccccc1NC(=O)C1CN(S(=O)(=O)c2ccccc2)CCN1S(=O)(=O)c1ccccc1 (stereo unspecified)	4.4
Cc1cccc(/C(N)=N/OC(=O)c2ccco2)c1	-3.5
CC(C)c1ccc(CNC(=O)CSc2nnc(-c3cccc(F)c3)n2-c2ccccc2)cc1	15.7
CC1S/C(=N/N=C/c2ccccc2)NC1=O (stereo unspecified)	3.8
COc1ccc(COC(=O)C2=C(C)NC(=O)NC2c2ccc(O)cc2)cc1 (stereo unspecified)	6.7
Cc1cc(/C=N/NC(=O)CC#N)c(C)n1-c1cc(Cl)cc(Cl)c1	-4.5
Cc1cc(NC2CCCCC2)nc2ccccc12	-3.7
Oc1c(Br)cc(/C=N/Nc2nnc3c(n2)[nH]c2ccccc23)c(Br)c1O	-16.7
Cc1ccc(S(=O)(=O)N(C)CCCC(=O)Nc2ccc(C)cc2C)cc1	3.1
O=C(O)C(Cc1ccccc1)NC(=S)Nc1ccccc1 (stereo unspecified)	3.9
Cc1nc(C)c(/C(O)=C/c2nc3ccc([N+](=O)[O-])cc3oc2=O)s1	4.7
COc1ccc(C2CC(=O)C3=C(C2)Nc2ccccc2NC3c2cc(C)ccc2C)cc1 (stereo unspecified)	115.7*
CCOc1cc(C(=O)Nc2c(C)cc(C)cc2C)cc(OCC)c1OCC	11.8
CC1=C(C(=O)OCCOC(C)C)C2(O)C(=O)c3ccccc3C2(O)N1 (stereo unspecified)	-4.7
NC(=NC(=NS(=O)(=O)c1ccccc1)c1ccccc1)SCc1ccccc1	-0.2
Cc1cc(NC(=O)CSc2nc3ccccc3[nH]2)no1	-2.2
COc1cc(/C=C2\SC(=S)N(CC(=O)N3CCCc4ccccc43)C2=O)cc(OC)c1OC	1.8
CS(=O)(=O)N1CCN(c2ccc([N+](=O)[O-])c(Sc3cccc4cccnc34)c2)CC1	9.9
CCOC(=O)C1=C(C)NC(=O)NC1c1ccc(F)cc1F (stereo unspecified)	-1.5
CCOC(=O)C1C(=O)NCC2CCCC21 (stereo unspecified)	2.8
Cc1ccc(C(=O)N/C(=C/c2cccnc2)C(=O)NN)cc1	2.3
COc1ccc(S(=O)(=O)N/N=C/c2ccc3c(c2)OCO3)cc1	6.8
Clc1ccc(-c2nc(N3CCOCC3)c3ccccc3n2)c(Cl)c1	-0.2
C/C(=N\N=C1\NC(=O)C(CC(=O)Nc2ccccc2)S1)C(C)C (stereo unspecified)	5.0
O=C(O)c1ccc(NS(=O)(=O)c2cccs2)cc1	11.4
Cc1ccc(OCC(=O)Nc2ccc3oc(-c4cccnc4)nc3c2)cc1C	14.7
O=C(CCc1ccccc1)Nc1cc(Cl)cc(Cl)c1	-4.2
O=C(Nc1ccc(Cl)c(Cl)c1)c1cccc2ccccc12	2.8
C/C(=N\N=C1/NC(=O)C(C)S1)c1ccc(Br)cc1 (stereo unspecified)	10.5
Cc1ccc(-n2ncnc2-c2cccc(Br)c2)cc1Cl	12.9
CC(C)(C)c1ccc(/C=C2\NC(=S)NC2=O)cc1	3.8
O=C(COc1ccc(Cl)cc1Cl)Nc1ccc(-c2nc3ccccc3s2)c(O)c1	4.3
CCOC(=O)CC(NC(=O)c1nc[nH]c1[N+](=O)[O-])C(=O)OCC (stereo unspecified)	-1.2
O=C(CCNc1cccc(C(F)(F)F)c1)c1cccc([N+](=O)[O-])c1	13.7
O=C(O)c1ccccc1C(=O)OCCCC(F)(F)C(F)(F)F	6.1
Cc1ccc(OCC(=O)N2CCC(Cc3ccccc3)CC2)c(Br)c1	10.2
Cc1cccc2c(C(=O)O)cc(C(=O)O)nc12	0.8
CCN(CC)S(=O)(=O)c1ccc(C(C)(C)C)cc1	6.8
CCOc1ccc(N2C(=O)/C(=C/c3cc(Br)c(O)c(OC)c3)C(=O)NC2=S)cc1	2.5
COc1cc(OC)cc(C(=O)Nc2nc3ccc4ccccc4c3s2)c1	4.8
CCOC(=O)C1=C(O)/C(=C/N(C)C)SC1=Nc1ccccc1	4.9
COCCOC(=O)c1c(C)oc2ccc(OC(=O)c3ccc(Cl)cc3)cc12	3.1
Cc1onc(-c2ccccc2Cl)c1C(=O)NC1CCCCCC1	11.4
Cc1ccccc1OCC(=O)O/N=C(\N)Cc1ccc(Cl)cc1	7.7

High-throughput results from PubChem.
